# From PubChem BioAssay
# PERK inh: block of dimerizer-induced PERK translation repression, primary screen, PERK inhibitor project, CHO PERK-DD cells, SEAP luminescence, HTS. Eukaryotic translation initiation factor 2-alpha kinase 3 (Homo sapiens), Q9NZJ5. CHO PERK-DD fusion, SEAP luminescence translation reporter. inhibition, % at 5.6 µM. hit rate 0.17% among 220,000;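 active = inhibition above the mean inhibition of all tested compounds plus 3 SD, set separately per screening campaign, cut at about 2.9% in these data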;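 also: PERK kinase domain activated by AP20187 dimerizer at 100 nM; 0% = DMSO with dimerizer and 100% = rapamycin at 8.4 µM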
# EBV gp42 block: Epstein-Barr virus gp42 inhibitors, primary screen, biochemical, uHTS, fluorescence polarization. hit rate 0.42% among 220,000. Fluorescence polarization binding assay, mP read-out. inhibition, % (tested at 21.74 µM); in the data active = inhibition above about 50%
# L929 necroptosis: inhibitors of zVAD-triggered necroptosis, primary screen, L929 cells | L929 zVAD necroptosis rescue, ATP luminescence, 24 h; with zVAD 60 µM | viability rescue, % at 10 µM | hit rate 0.38% among 220,000 | AID 1377, 2008;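 active = activation, scaled between plate controls, above about 75%, limit read from the data; inactive = activation under that limit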;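 also: 0% = zVAD with DMSO and 100% = DMSO alone without zVAD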
# Cl transport mod: KCC2 cotransporter modulators, thallium flux, primary screen, cell-based, HEK293 KCC2, FluoZin-2 fluorescence, MLSMR | B-score of Tl+ flux slope (higher = more flux/activation; lower = inhibition) at 10 µM | Solute carrier family 12 member 5 (Homo sapiens), Q9H2X9 | KCC2 cells, thallium flux FluoZin-2 fluorescence | hit rate 2.2% among 190,000;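 active = thallium flux slope and its plate-corrected score both differing from the plate sample mean at a set confidence after two filtering rounds, in either direction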;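 also: slope of fluorescence scaled to starting intensity during 10 to 20 s after thallium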
# Rad51 HR inh: human RAD51 strand exchange inhibitors, primary screen, biochemical, fluorescence. DNA repair protein RAD51 homolog 1 (Homo sapiens), Q06609. hRad51 DNA strand exchange, fluorescence dequenching. inhibition, % at 10 µM. hit rate 0.085% among 200,000;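 active = inhibition above 40% at the single screening dose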;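 also: 0% = DMSO control wells and 100% = blanks with heterologous ssDNA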
#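 System: hRad51 filaments on single-stranded DNA; reagent: Fluorescein- and BHQ1-tagged 47-mer duplex; compound dosing: one concentration, 10 µM final; timing: filaments 15 min 37 °C, then compound 30 min; measured by: fluorescein emission 520 nm, excitation 485 nm; benchmarks: per-plate controls and blanks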
# MDM2 E3 inh: MDM2-luciferase reporter signal enhancers, primary screen, MDM2 E3 ligase inhibitor project, cell-based, luminescence, 1536-well; E3 ubiquitin-protein ligase Mdm2 (Homo sapiens), Q00987; hit rate 0.11% among 210,000; signal enhancement, % at 5 µM; cell-based MDM2 ubiquitination luciferase reporter, 2 h; 0 = plate control, 100 = twice control, blank-subtracted;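 active = signal enhancement of 30% or more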;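 also: luminescence tracks abundance of the self-degrading MDM2-luciferase fusion protein; higher signal means inhibition of MDM2 E3 ligase activity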
#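 Timing – 2 h compound exposure at 37 °C · Assay system – mammalian cells stably expressing self-ubiquitinating, self-degrading MDM2 E3–luciferase fusion · Amount – 2000 cells seeded into each well · Measure – % luminescence enhancement versus blank-corrected plate control mean · Measured by – SteadyLite luminescence, 15 min reagent step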
# TNF necrop inh: inhibitors of TNF-alpha triggered necroptosis, primary screen, cell-based, Jurkat FADD-/-, single concentration. hit rate 0.068% among 220,000. activation (protection from cell death), % at 10 µM. Jurkat FADD-/- TNF necroptosis rescue, ATP luminescence, 24 h; 0 = TNF only, 100 = no-TNF cells;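 active = activation, meaning protection from cell death, of at least 50% relative to plate controls; inactive = activation below 50%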;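 also: necroptosis triggered by 40 ng/mL TNF-alpha added together with compound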
# m-calpain inh: inhibitors of pig calpain II, primary screen, biochemical, fluorogenic peptide substrate, 1536-well | purified calpain II, 30 min | inhibition, % at 16 µM | hit rate 0.37% among 220,000;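 active = inhibition above about 50%, limit read from the data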
# eIF4E-4G inh: eIF4E–eIF4G protein interaction inhibitors, primary screen, biochemical, uHTS, TR-FRET, eIF4GI fragment; Eukaryotic translation initiation factor 4E (Mus musculus) + Eukaryotic translation …; TR-FRET eIF4E-eIF4GI(517-606) binding, 2 h; inhibition, % at 21.7 µM; hit rate 0.37% among 220,000;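 active = inhibition above about 30%, limit read from the data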;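 also: 0% = full FRET control wells and 100% = background wells lacking eIF4GI fragment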
# Target sequence (P63073 whole entry, looked up, the tested form may be a part): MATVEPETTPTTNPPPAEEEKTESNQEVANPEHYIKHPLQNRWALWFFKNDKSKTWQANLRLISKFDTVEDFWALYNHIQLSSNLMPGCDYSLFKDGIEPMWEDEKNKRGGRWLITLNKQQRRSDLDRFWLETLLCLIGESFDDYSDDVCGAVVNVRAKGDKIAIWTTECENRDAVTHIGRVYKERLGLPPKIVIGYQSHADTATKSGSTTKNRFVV
# Target sequence (Q04637 whole entry, looked up, the tested form may be a part): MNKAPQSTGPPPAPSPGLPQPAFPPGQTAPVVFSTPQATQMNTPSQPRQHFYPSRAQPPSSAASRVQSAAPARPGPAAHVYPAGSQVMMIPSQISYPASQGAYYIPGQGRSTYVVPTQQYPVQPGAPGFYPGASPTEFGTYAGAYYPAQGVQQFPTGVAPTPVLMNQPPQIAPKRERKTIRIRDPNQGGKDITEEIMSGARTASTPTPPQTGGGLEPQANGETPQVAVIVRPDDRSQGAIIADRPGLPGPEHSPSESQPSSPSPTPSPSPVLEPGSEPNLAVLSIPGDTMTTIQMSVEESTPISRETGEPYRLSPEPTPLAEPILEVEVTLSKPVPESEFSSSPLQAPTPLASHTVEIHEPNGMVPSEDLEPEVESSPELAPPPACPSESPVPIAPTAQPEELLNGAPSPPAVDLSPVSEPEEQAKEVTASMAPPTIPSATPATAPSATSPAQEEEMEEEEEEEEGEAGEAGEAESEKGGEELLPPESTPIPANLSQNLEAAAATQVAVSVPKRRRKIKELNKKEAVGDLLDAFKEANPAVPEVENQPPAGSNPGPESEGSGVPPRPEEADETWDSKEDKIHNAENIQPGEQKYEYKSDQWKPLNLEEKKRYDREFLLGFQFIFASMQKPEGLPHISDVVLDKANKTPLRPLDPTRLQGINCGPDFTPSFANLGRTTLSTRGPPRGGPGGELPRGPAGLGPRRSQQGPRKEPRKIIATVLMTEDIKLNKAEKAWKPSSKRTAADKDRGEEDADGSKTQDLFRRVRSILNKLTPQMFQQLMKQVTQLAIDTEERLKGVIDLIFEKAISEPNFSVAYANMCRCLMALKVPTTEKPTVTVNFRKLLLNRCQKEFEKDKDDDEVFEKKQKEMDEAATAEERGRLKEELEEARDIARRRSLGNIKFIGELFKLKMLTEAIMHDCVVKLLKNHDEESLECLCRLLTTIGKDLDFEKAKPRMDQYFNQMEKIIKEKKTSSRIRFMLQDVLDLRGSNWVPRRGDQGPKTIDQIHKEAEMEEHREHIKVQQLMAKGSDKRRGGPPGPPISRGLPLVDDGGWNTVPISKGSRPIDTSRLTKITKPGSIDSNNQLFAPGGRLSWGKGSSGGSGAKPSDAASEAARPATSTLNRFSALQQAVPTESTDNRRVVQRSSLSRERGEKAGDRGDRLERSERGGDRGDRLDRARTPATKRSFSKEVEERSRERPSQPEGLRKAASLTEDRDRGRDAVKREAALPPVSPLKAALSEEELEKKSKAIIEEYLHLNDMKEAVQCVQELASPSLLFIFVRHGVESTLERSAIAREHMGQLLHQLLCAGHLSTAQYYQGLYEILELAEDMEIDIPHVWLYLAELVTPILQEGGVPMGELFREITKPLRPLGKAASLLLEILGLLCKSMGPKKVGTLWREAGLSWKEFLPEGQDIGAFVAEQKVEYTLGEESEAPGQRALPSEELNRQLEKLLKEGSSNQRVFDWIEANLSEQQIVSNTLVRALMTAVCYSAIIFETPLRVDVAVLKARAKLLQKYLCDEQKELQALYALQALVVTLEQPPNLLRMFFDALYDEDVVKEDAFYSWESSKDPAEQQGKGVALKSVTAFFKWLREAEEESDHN
# An asterisk follows results filed as active; x = not tested or not shown; [ ] = dose if it differs, or a comment.
SMILES,PERK inh,EBV gp42 block,L929 necroptosis,Cl transport mod,Rad51 HR inh,MDM2 E3 inh,TNF necrop inh,m-calpain inh,eIF4E-4G inh
Cc1cc(-c2csc(N)n2)c(C)n1-c1ccc(Cl)c(Cl)c1,-0.3,-4,-0.5,0.27,x,x,-2.0,-2,0
Cc1nnc(SCC(=O)N/N=C/c2ccc(-c3ccc(C)c(Cl)c3)o2)s1,0.8,-15,1.2,0.079,-1,0,2.4,-85,0
Cc1ccc(CSCCNC(=O)c2cccc([N+](=O)[O-])c2)cc1,1.0,-5,0.0,-2.3,4,2,1.3,14,2[fluorescence artefact?]
Cc1ccc(S(=O)(=O)N/N=C/c2ccc(C(=O)O)cc2)cc1,1.0,3,-0.1,x,-2,-9,-2.1,1,-3
CN1C(=O)CSc2ccc(NC(=O)NCc3cccnc3)cc21,1.3,-20,0.0,0.21,-6,-12,-3.1,-8,-11
COc1ccc(C(=O)N2CCN(C(C)=O)CC2)cc1S(=O)(=O)NCc1ccc(Cl)cc1,1.1,-13,0.0,-0.65,8,-7,-0.3,-31,1
CCc1ccccc1NC(=O)C1CCCN(S(=O)(=O)c2c(C)noc2C)C1 (centres undefined),1.0,-2,-0.3,0.31,-6,-7,-1.4,6,4
COc1ccc(CNC(=O)C2CCC(=O)N2C(C)C)c(OC)c1 (centres undefined),0.1,-9,0.5,-0.71,-14,-15,3.6,2,-2
NC(=O)Nc1cc(Cl)ccc1Cl,1.5,-17,0.7,0.25,9,-7,-2.0,-18,0
c1ccc(-c2csc3nnc(SCc4ccc5c(c4)OCO5)n23)cc1,-0.4,3,-0.2,-2.7,2,4,-0.7,-19,3
c1ccc2[nH]c(-c3cscn3)nc2c1,1.5,-11,14,-0.023,-5,x,4.9,7,4
CCc1c(C)nc(SC(C(=O)O)c2ccccc2)c(C#N)c1C (centres undefined),1.1,-13,0.2,-0.43,4,-10,0.4,1,11
CCOc1ccc(OCC)c(NC(=O)CCn2c(=O)oc3ccccc32)c1,-1.6,-9,-0.6,-0.021,-6,-18,-2.8,-3,3
O=C(NNC(=O)c1sccc1-n1cccc1)c1ccccc1,-0.1,-17,0.3,1.9,1,2,-3.9,29,-9
Cc1cccc(NC(=S)N(CCCN2CCOCC2)Cc2ccccn2)c1,0.0,6,0.0,0.3,-4,-11,1.2,12,-2[fluorescence artefact?]
CCc1c(C)sc(NC(=O)c2cc(-c3ccc(O)cc3)on2)c1C#N,2.3,-14,0.7,0.82,-3,-6,-1.7,-56,-1[fluorescence artefact?]
S=C(NCC1CCCO1)N1CCN(c2nc(-c3ccccc3)cs2)CC1 (centres undefined),0.0,-26,15,-4.3,3,-6,-0.6,-3,2
Cc1ccc(NC(=O)c2ccc(CSc3nnc(-c4ccncc4)n3C)cc2)c(C)c1,0.1,4,-0.2,-0.44,3,-6,-2.5,20,10
CCOC(=O)CSc1nnc(Cn2nnc3ccccc32)n1-c1ccc(F)cc1,0.9,-7,0.7,0.02,15,-7,0.7,-13,3
CCOc1ncccc1C(=O)OCC(=O)Nc1ccc(C)c(S(=O)(=O)N2CCOCC2)c1,0.0,2,2.6,-1.4,5,-15,-1.2,20,-2
Cc1ccc(/C=C(\C#N)C(=O)Nc2ccccn2)o1,0.4,-11,2.7,-0.98,9,-13,-0.2,0,-6
N=c1ccn(Cc2cccc(F)c2)cc1,-0.2,-7,-0.1,-0.0021,-12,-11,0.1,1,5
COc1cc(NC(=S)N2CCCC(CO)C2)cc(OC)c1 (centres undefined),-0.1,-12,0.1,1,-55,-1,-0.5,8,2
CC(=O)NC1(C(F)(F)F)NC(=O)N(CC(C)C)C1=O (centres undefined),0.8,8,-0.5,-1.8,2,-5,-2.2,-10,-2[fluorescence artefact?]

# Random excerpt: 4 records from the list
SMILES,PERK inh,EBV gp42 block,L929 necroptosis,Cl transport mod,Rad51 HR inh,MDM2 E3 inh,TNF necrop inh,m-calpain inh,eIF4E-4G inh
CCOC(=O)CSc1nnc(Cn2nnc3ccccc32)n1-c1ccc(F)cc1,0.9,-7,0.7,0.02,15,-7,0.7,-13,3
Cc1ccc(NC(=O)c2ccc(CSc3nnc(-c4ccncc4)n3C)cc2)c(C)c1,0.1,4,-0.2,-0.44,3,-6,-2.5,20,10
O=C(NNC(=O)c1sccc1-n1cccc1)c1ccccc1,-0.1,-17,0.3,1.9,1,2,-3.9,29,-9
CCOc1ccc(OCC)c(NC(=O)CCn2c(=O)oc3ccccc32)c1,-1.6,-9,-0.6,-0.021,-6,-18,-2.8,-3,3

# The list continues.
SMILES,PERK inh,EBV gp42 block,L929 necroptosis,Cl transport mod,Rad51 HR inh,MDM2 E3 inh,TNF necrop inh,m-calpain inh,eIF4E-4G inh
COC(=O)c1[nH]c(C)c(/C(O)=C2\C(=O)C(=O)N(CCN(C)C)C2c2ccccc2OC)c1C (centres undefined),0.0,-15,1.4,0.02,-1,-16,-1.2,-9,11
Cc1occc1C(=O)Nc1cccc(C(F)(F)F)c1,0.9,-4,0.6,-0.74,-2,2,0.1,-12,2[fluorescence artefact?]
COc1ccc(C2N(c3cc(Cl)ccc3OC)C(=O)C3CCCN32)cc1OC (centres undefined),-0.2,-12,0.1,0.33,3,3,0.4,-25,3
Cc1cc(C)c2cc(CN(CCO)C(=O)Nc3ccc(F)cc3)c(=O)[nH]c2c1,1.2,-14,0.2,-0.058,3,-7,-0.2,3,0
COC(=O)COc1ccc(-n2cnnn2)cc1,2.7,-23,0.9,1.6,2,-18,-0.2,6,0
N#Cc1nc(Cc2ccccc2)oc1N1CCCC1,-0.3,1,2.0,1.4,6,2,0.6,31,-7
CC(=O)c1ccc2c(c1)C1C=CCC1C(C(=O)O)N2 (centres undefined),0.4,-5,1.8,-0.025,0,-3,-1.0,-78,31*
CCn1cc([N+](=O)[O-])c(C(=O)Nc2ccc(Br)cn2)n1,-0.3,3,0.3,-0.21,3,0,-0.4,5,-2
O=C(c1ccc(COc2ccc(Cl)cc2)o1)N1CCN(Cc2ccc3c(c2)OCO3)CC1,-0.2,-12,-0.4,x,2,-5,-1.7,5,-12
CCOc1ccc(CCNC(=O)CCc2nc(-c3ccc(OC)cc3)no2)cc1OCC,-1.4,-19,-0.6,x,-10,-25,1.6,-16,2
NC(N)=Nc1ccc(N=C(N)N)cc1,1.1,-2,1.6,0.61,-7,-4,2.1,-24,-3
CSc1nnc2c(n1)OC=Nc1ccc(Br)cc1-2,0.5,-21,1.1,0.25,4,-8,2.7,-7,-5
CCC1CCc2c(sc(NC(=O)c3ccoc3C)c2C(N)=O)C1 (centres undefined),-0.3,-15,1.7,1,2,-3,1.3,-94,2
Cc1ccc(NC(=S)N2CCC(c3nc4ccccc4s3)CC2)cc1,-0.1,-7,-0.1,-1.8,-26,-10,-8.0,33,-11
Cc1c(NC(=O)Cc2ccccc2)cccc1C(=O)NN1C(=O)c2ccccc2C1=O,0.1,-4,1.4,-0.48,-2,-9,1.5,2,6
CCOC(=O)N1CCN(C(=O)Cn2nc(-c3ccc(Cl)cc3)ccc2=O)CC1,-0.4,0,0.3,x,x,2,1.3,7,1
Cc1cc(N2CCN(S(=O)(=O)c3ccc4ccccc4c3)CC2)n2ncnc2n1,-0.6,16,-3.5,-0.36,-7,6,-1.1,-35,13
O=C(O)c1ccccc1C(=O)N1CCc2c([nH]c3ccccc23)C1C(F)(F)F (centres undefined),0.4,-2,1.7,0.22,-1,-7,-1.0,8,4
Cc1ccc(CNC(=O)c2oc3ccc(S(=O)(=O)N4CCC5(CC4)OCCO5)cc3c2C)cc1,-0.5,4,4.5,-0.51,-1,-8,-2.8,-76,-3
CC(NC(=O)Nc1ccc(F)cc1F)c1ccncc1 (centres undefined),0.9,-7,0.5,0.22,-2,-17,0.4,-4,4
O=C(Nc1ccncc1)c1ccc(F)cc1,0.0,-8,0.8,x,0,-10,-0.8,4,-6
CC(C)=CCN1CCN(Cc2ccc(C#CC(C)(C)O)s2)CC1CCO (centres undefined),1.3,-13,-1.3,-0.0028,-23,-10,1.1,-19,3
CC(=O)C1=C(C)NC(SCC(=O)c2ccccc2)=C(C#N)C1CC(C)C (centres undefined),-1.3,-15,-0.1,-2.9,-7,3,0.7,13,0
CCNC(=O)C1CN(S(=O)(=O)c2ccccc2)CCN1S(=O)(=O)c1ccccc1 (centres undefined),0.4,-5,0.8,-0.069,-1,-4,1.9,-3,2
CCOC(=O)c1ccc(NC(=O)CCOc2ccc(OC)cc2)cc1,-0.1,-16,0.4,x,-14,-6,2.4,-7,-7[fluorescence artefact?]
Cc1cccc(-c2cc3nc4c(c(N5CCOCC5)n3n2)CCCC4)c1,-1.3,-11,0.3,0.028,1,x,-2.3,-63,19
CC1(C)Cc2nc(NCCN3CCOCC3)c(C#N)cc2CO1,0.8,4,0.9,x,-4,-12,-0.3,-3,1
CCOc1ccc(N(CC(=O)Nc2ccccc2C(=O)NC(C)CC)S(C)(=O)=O)cc1 (centres undefined),-0.3,-14,0.8,x,4,-5,1.0,-11,-2
COc1ccc(/C=C/c2nc(-c3ccccc3O)n[nH]2)cc1,0.9,-5,22,-0.13,7,-27,2.3,-42,12
CCOc1ccc(C2CC(c3ccccc3C)n3nc(N)nc3N2)cc1 (centres undefined),0.5,-10,0.1,0.095,1,-7,-0.1,23,-1
CN1CCN(c2nc3c(c(=O)[nH]c(=O)n3C)n2CCSc2nnnn2-c2ccccc2)CC1,-0.6,-3,-0.3,-0.0016,16,-5,-0.3,-1,-5
COc1cccc(/C=N/n2nnnc2N)c1OCc1ccccc1Cl,-0.5,-7,-0.2,0.83,7,-8,-0.7,-45,5
Fc1ccccc1OCCSc1ncnc2nc[nH]c12,0.7,-17,1.3,-0.86,3,-3,-1.3,1,-2
O=C(Nc1ccccc1N1CCN(C(=O)c2ccc(Cl)cc2)CC1)c1cc2ccccc2o1,-1.1,-8,1.6,x,1,-17,0.9,-341,-13
N/C(=N\OC(=O)/C=C/c1ccccc1Cl)c1ccccn1,2.1,0,0.3,-0.011,7,-57,-3.4,-28,-2
COc1ccc(C(=O)N2CCc3c([nH]c4ccccc34)C2C(F)(F)F)cc1 (centres undefined),0.0,-4,0.3,-1,10,-8,-2.2,6,0
Cc1n[nH]c(C)c1S(=O)(=O)N1CCN(C(=O)c2ccco2)CC1,-0.2,-19,0.6,-0.32,x,-8,0.4,-10,7[fluorescence artefact?]
CCS(=O)(=O)NCCc1cc2cc(C)c(C)cc2[nH]c1=O,0.6,-12,0.3,0.052,6,-16,-0.1,-14,5[fluorescence artefact?]
